High-throughput results: PubChem BioAssay, several laboratories
NTR1 ag: NTR1-driven beta-arrestin-GFP spot formation – imaging, U2OS cells, high content, primary screen (AID 493036) | activation, % at 20 µM | agonist mode | P30989 | hit rate 0.17% among 330,000;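 active = activation at or above 40% of the spot to cytoplasm intensity ratio, with at least 20 cells analyzed; inconclusive = wells under 20 cells, flagged as cytotoxic or low count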;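 also: 0% = DMSO without peptide and 100% = 100 nM NTR1 peptide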
Target sequence (P30989 whole entry, looked up): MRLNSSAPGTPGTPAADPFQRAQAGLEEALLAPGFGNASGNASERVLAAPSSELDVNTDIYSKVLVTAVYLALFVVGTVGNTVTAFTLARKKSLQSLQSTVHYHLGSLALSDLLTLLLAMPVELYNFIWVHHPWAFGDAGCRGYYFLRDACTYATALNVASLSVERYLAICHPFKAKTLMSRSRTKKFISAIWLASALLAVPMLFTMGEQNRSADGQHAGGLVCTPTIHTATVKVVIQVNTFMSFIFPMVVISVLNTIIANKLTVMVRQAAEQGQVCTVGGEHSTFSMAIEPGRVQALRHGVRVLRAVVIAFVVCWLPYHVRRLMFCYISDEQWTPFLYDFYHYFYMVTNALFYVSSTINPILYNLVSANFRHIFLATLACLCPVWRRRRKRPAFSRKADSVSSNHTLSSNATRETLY
NS5 inhibitors: flavivirus cap methylation enzyme inhibition – biochemical, confirmation dose response, primary screen (AID 588689); Dengue-2 NS5 methyltransferase capping enzyme assay, biochemical; higher % means a stronger effect; inhibition, % at 25 µM; hits with a dose series show IC50 in µM; hit rate 0.3% among 340,000; in the data active = a potency from the dose series; inconclusive = inhibition above about 29% without an active follow-up result
Yfh1-depleted yeast: enhancers of respiration in Yfh1-depleted yeast, dose response, Friedreich's ataxia, plus single-dose screen (AID 1465) | S. cerevisiae Yfh1-off respiration, WST-1 reduction, 72 h; higher fold induction means a stronger effect | one-dose fold induction at 50 µM; EC50 in µM for titrated hits | hit rate 0.074% among 220,000;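 active = fold induction of absorbance versus untreated yeast above a set limit, then at least 30% activation at any dose in follow-up; inconclusive = repeats straddling the limit, or above it without dose testing; inactive = fold induction below the set limit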;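 also: activators that raise dye reduction in frataxin-depleted yeast; strong numbers were not always called active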
AID2073: disruptors of CaV2.2 binding to Mint1 – biochemical, HTRF (AID 2073). HTRF protein-protein interaction, Mint1-CaV2.2; higher % means a stronger effect. one-dose inhibition, % at 20 µM; IC50 in µM for titrated hits. hit rate 0.19% among 290,000; in the data active = inhibition mostly above about 51%, no sharp cut-off; inconclusive = no clear call, values can overlap the other calls; inactive = mostly below about 53%; also: some results filed as inactive read as strong as hits
GPR55 antagonists: GPR55 antagonists blocking LPI-driven arrestin recruitment, primary screen, imaging, U2OS, beta-arrestin-GFP, LPI agonist (AID 2013) | hit rate 0.13% among 290,000 | one-dose inhibition, % at 10 µM; IC50 in µM for titrated hits | U2OS GPR55 beta-arrestin-GFP translocation imaging, LPI antagonism; higher % means a stronger effect;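 active = spots per cell inhibited over 60%, with over 100 cells counted and total cytoplasm intensity under 500,000; inconclusive = wells with under 100 cells, flagged as likely toxic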;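 also: U2OS cells stably carrying GPR55 and arrestin-GFP stimulated by 5 µM LPI near EC80; imaged beta-arrestin-GFP aggregate spots per cell after agonist stimulation; plate controls were LPI-stimulated DMSO wells for no effect and DMSO wells without LPI for full effect; some results filed as inactive read as strong as hits; confirmed hits need IC50 under 10 µM and bright autofluorescent wells are also inconclusive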
GPR35 arrestin U2OS: GPR35 antagonists blocking zaprinast-driven arrestin recruitment, primary screen, imaging, U2OS, beta-arrestin-GFP, zaprinast agonist (AID 2058); U2OS GPR35 beta-arrestin-GFP translocation imaging, zaprinast antagonism; higher % means a stronger effect; one-dose inhibition, % at 10 µM; IC50 in µM for titrated hits; hit rate 0.052% among 290,000;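 active = inhibition of at least 50% with at least 30 cells and total cytoplasm GFP at most 10,000,000; inconclusive = under 30 cells or total GFP of 10,000,000 plus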
SV40 large T antigen: TAg ATPase/helicase activity blockers – biochemical (AID 1903); SV40 large T antigen ATPase/helicase inhibition assay; higher % means a stronger effect; inhibition, % at 20 µM, or IC50 in µM where a hit was titrated; hit rate 0.39% among 310,000; in the data active = a potency from the dose series; inconclusive = inhibition mostly from about 32% at the one dose, without a potency; inactive = the rest, 99 in 100 with inhibition below about 32%; also: strong numbers were not always called active
GPR55 beta-arrestin: GPR55 agonists via beta-arrestin recruitment, primary screen, imaging, U2OS cells, beta-arrestin-GFP redistribution (AID 1961); U2OS GPR55 beta-arrestin-GFP redistribution imaging; higher % means a stronger effect; one-dose activation, % at 10 µM; EC50 in µM for titrated hits; hit rate 0.048% among 290,000;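 active = activation above 40% with more than 50 cells counted in the well; inconclusive = wells holding fewer than 50 cells, flagged as toxic or sparse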;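 also: U2OS osteosarcoma cells stably expressing GPR55 and beta-arrestin-GFP; plate controls were DMSO negative control for no effect and LPI positive control for full effect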
Rac1 GTP hydrolysis: MgcRacGAP GTPase-activating activity inhibitors, confirmation, biochemical, ADP Hunter fluorescence; AID 624330; MgcRacGAP-stimulated Rac1 GTP hydrolysis, ADP Hunter fluorescence; higher % means a stronger effect; GST-tagged Rac1 F28L mutant substrate; inhibition, % at 30 µM; hits with a dose series show IC50 in µM; hit rate 0.6% among 340,000;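 active = first-screen hits whose inhibition reached a set limit at any dose in the follow-up dose series; inconclusive = inhibition above the set first-screen limit but never retested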;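 also: fluorescence reports GDP produced by GAP-driven GTP hydrolysis; strong numbers were not always called active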
NTR1 ag cell count 20 µM: recorded beside NTR1 ag, whose call it bears; cell count; measured here: cell count, cytotoxicity flag
NS5 inhibitors pilot replicate: second read-out of NS5 inhibitors, no call of its own (marks repeat the call); inhibition, %; measured here: pilot screen replicate inhibition
* marks the source's active call; other numbers are inactive results; i = inactive; ? = inconclusive; / = not tested or not shown. An unsorted share of the library; about 1.7% have a hit in one of these screens.

SMILES | NTR1 ag | NTR1 ag cell count 20 µM | NS5 inhibitors | Yfh1-depleted yeast | AID2073 | GPR55 antagonists | GPR35 arrestin U2OS | SV40 large T antigen | GPR55 beta-arrestin | Rac1 GTP hydrolysis | others
O=S(=O)(c1ccc2nc(COc3ccc(Cl)cc3Cl)[nH]c2c1)N1CCOCC1 | 1.2 | 66 | -10% | i | 2% | 1% | 13% | 2% | -0.2% | -4%
CCc1ccccc1NC(=O)c1cc(S(=O)(=O)N2CCc3ccccc32)cn1C | -2.0 | 65 | 0% | / | 13% | 0% | -6% | 6% | 1.3% | 7%
CCSc1nc2c(c(=O)[nH]c(=O)n2C)n1C/C=C(/C)Cl | 0.4 | 69 | -1% | i | -2% | 4% | -6% | 2% | -0.2% | 3%
Cn1c(=O)[nH]c(=O)c2c1nc(SCCC(=O)O)n2Cc1cccc(Br)c1 | -0.6 | 59 | -7% | / | -12% | 13% | 8% | 8% | -0.3% | 6%
O=C(COc1ccc(Cl)cc1)N(Cc1ccccc1)c1ccccn1 | 10 | 76 | -5% | / | -3% | 14% | 12% | 14% | -0.1% | -9%
Cc1ccc(C)c(NC(=O)Nc2ccc3c(c2)OCO3)c1 | 0.3 | 69 | -1% | / | -4% | -7% | -8% | 11% | -0.1% | 10%
CC(=O)NCCc1nc2cc(NC(=O)c3ccc(F)cc3)ccc2n1C | -0.1 | 64 | 1% | / | 13% | 12% | 15% | 2% | -0.2% | 9%
Cc1ccc(C)c(OCC(=O)Nn2c(C)nc3ccccc3c2=O)c1 | -1.0 | 35 | -12% | i | 4% | 6% | -10% | 1% | -0.1% | 3%
Cc1cccc(N2CCN(C(=O)c3cc(COc4ccc(F)c(F)c4)on3)CC2)n1 | 2.7 | 71 | -10% | / | -5% | 4% | 12% | 9% | -0.1% | 10%
N#Cc1c2n(c(=O)[nH]c1=O)CCCCC2 | -0.7 | 51 | 4% | i | 3% | 5% | -5% | -3% | -0.2% | 6%
N#C/C(=C/c1ccc(Br)s1)C(=O)NCCc1c[nH]c2ccccc12 | 7.9 | 52 | -6% | i | 4% | 14% | -2% | -6% | -0.3% | 2%
CC1CCN(C(=O)COC(=O)c2cc([N+](=O)[O-])ccc2N2CCOCC2)CC1 | -0.1 | 47 | -1% | / | / | / | / | 9% | / | 2%
CC1CCc2c(C(=O)NCCN3CCOCC3)csc2C1 (stereo unspecified) | 0.0 | 46 | 1% | i | -3% | -3% | 22% | 8% | -0.1% | 7%
CCOc1cc(N2CCOCC2)c(OCC)cc1NC(=O)c1ccc(-n2ccnc2)c([N+](=O)[O-])c1 | 2.2 | 57 | -10% | / | -6% | 1% | -4% | 3% | -0.2% | 7%
C#CCSc1nc(N)c2c(n1)OC(N)=C(C#N)C2c1cccnc1 (stereo unspecified) | 2.0 | 84 | -5% | i | 7% | -5% | -4% | -140% | -0.6% | 2%
Cn1cc(CN2CCC(N3CCNC(=O)CC3)CC2)c(-c2ccccc2F)n1 | 1.6 | 48 | -7% | i | 12% | 2% | 16% | / | -0.1% | 3%
Cc1ccc(OCCCCn2ccnc2)c([N+](=O)[O-])c1 | 0.0 | 83 | -3% | i | -13% | 0% | 10% | 0% | 0.3% | 21%
Cc1cccn2c(=O)c(/C=C(\C#N)C(=O)NC3CCS(=O)(=O)C3)c(N3CCC(C(N)=O)CC3)nc12 (stereo unspecified) | -0.9 | 43 | -4% | i | 9% | 9% | -7% | 0% | 0.4% | 12%
Cn1nc(C(=O)Nc2ccccc2N2CCCC2)c2ccccc2c1=O | 3.6 | 51 | -11% | / | 1% | 30% | 2% | 5% | -0.1% | 10%
COc1ccccc1NC(=O)Nc1sccc1-c1nc2ccccc2s1 | 3.5 | 54 | / | i | 4% | 3% | 0% | 10% | -0.1% | /
COc1ccc(/C=N/Nc2nc(Nc3ccccc3)nc(N3CCCCC3)n2)c(OC)c1 | 1.8 | 58 | -1% | i | 13% | 6% | 3% | 4% | -0.3% | 1%
COc1ccc2nc3oc(C(=O)N4CCN(c5ccccc5F)CC4)cc3cc2c1 | 2.1 | 52 | 4% | ? | 6% | 15% | 5% | 18% | -0.3% | 4%
CCN1C(=O)[C@H]2[C@@H](c3ccc(-c4cc(C(C)=O)cs4)cc3)N3CCCC[C@@]3(C(=O)OC)[C@H]2C1=O | 9.1 | 58 | 1% | / | / | / | / | -10% | / | 3%
CCNC(=O)CC(=O)Nc1ccccc1C(=O)O | -9.3 | 24 | -2% | i | 0% | 7% | -6% | 4% | -0.5% | 8%
Cc1cc(C)nc(/N=C(\N)Nc2cccc([N+](=O)[O-])c2)n1 | -0.1 | 53 | 3% | i | -12% | 3% | 20% | 12% | 0.2% | 3%
COc1ccc(N(CC(=O)Nc2ccc(C)cn2)S(=O)(=O)c2c(C)nn(C)c2C)cc1 | 5.3 | 50 | -5% | i | -1% | -1% | 13% | 7% | -0.1% | 4%
CCc1ccc(NC(=O)/C(C#N)=C/c2ccncc2)cc1 | 1.2 | 71 | -15% | / | -5% | -23% | 0% | 12% | 0.0% | 1%
Cc1cc(C(=O)NC2CCCc3ccccc32)c(C)o1 (stereo unspecified) | 0.0 | 60 | 0% | i | -3% | 18% | 3% | 8% | 0.0% | 9%
COc1cccc(CN2CCN(Cc3nc4c(s3)CCCC4)CC2CCO)c1 (stereo unspecified) | -0.4 | 89 | -4% | i | -12% | -3% | 17% | 8% | -0.1% | 5%
CCc1ccc(NC(=O)CNS(=O)(=O)c2c(C)noc2C)cc1 | -0.6 | 58 | -5% | i | 1% | -2% | 12% | 13% | -0.1% | 5%
CC1CCCCC1NC(=O)CN(C)S(=O)(=O)c1ccc2c(c1)CCC(=O)N2 (stereo unspecified) | -0.2 | 64 | -9% | / | 10% | -3% | 17% | 3% | 0.1% | 10%
O=C(CN1CCN(S(=O)(=O)c2ccc(Cl)cc2)CC1)NC1CC1 | -0.8 | 33 | -10% | / | 4% | -16% | -2% | 20% | 0.0% | 6%
c1ccc2c(c1)OCC(c1nnc3sc(-c4cnccn4)nn13)O2 (stereo unspecified) | 0.1 | 62 | -7% | i | 9% | 10% | -7% | 6% | 1.4% | 6%
O=C(C1CCC1)N1CCN(S(=O)(=O)c2ccccc2)CC1 | 1.0 | 52 | -15% | / | / | / | / | 4% | / | -3%
OC(COC(c1ccccc1)c1ccccc1)CN1CCCCC1 (stereo unspecified) | -1.4 | 57 | -2% | / | 7% | 13% | 12% | 3% | -0.1% | 7%
COc1cc(Cn2c(=O)oc3ccc(C)cc32)ccc1OC(C)C | 1.5 | 101 | -5% | i | 6% | 7% | -8% | 6% | 0.1% | 3%
CCOC(=O)N1CCN(C(=O)Cc2c(C(=O)O)n(C)c3ccccc23)CC1 | -1.0 | 33 | / | i | -8% | -3% | 0% | 10% | -0.7% | -8%
CC(C)[C@H]1CN(C)CCN1Cc1cn(C)nc1-c1cccc(Cl)c1 | -1.0 | 71 | -1% | i | -1% | -1% | 4% | 10% | 1.0% | 6%
Cc1cc(C(F)(F)F)nn1CC(=O)NNC(=S)Nc1cccc(Cl)c1 | 2.2 | 77 | -4% | i | -14% | -6% | 6% | 24% | 0.0% | 5%
COc1ccc(OC)c(NC(=O)CCCCCn2nnc3ccccc3c2=O)c1 | -0.7 | 92 | -1% | / | 7% | -9% | 6% | 21% | -0.3% | 8%
O=C(Nc1ccc(/C=C/c2nc3ccccc3o2)cc1)c1cccc(C(F)(F)F)c1 | 8.9 | 46 | -5% | i | ? | 6% | 0% | 0% | -0.2% | 11%
O=C(CSc1nncn1-c1ccccc1)NC1CCCCC1 | -0.8 | 38 | -9% | i | 8% | -1% | -3% | 3% | -0.3% | -9%
OC(c1cccs1)c1nccc2ccccc12 (stereo unspecified) | -3.3 | 3 | 1% | i | 4% | 17% | -2% | 5% | 0.0% | 11%
CC(C)(C)C(=O)NCCN1CCN(C(=O)C(C)(C)C)CC1 | -0.3 | 70 | -4% | i | 7% | 6% | -5% | -2% | 0.9% | -1%
COc1cc(OC)cc(C(=O)N[C@H](C(=O)OCC(N)=O)C(C)C)c1 | -0.7 | 79 | -2% | i | 12% | 4% | 1% | 3% | 1.1% | 9%

4 compounds drawn at random from the list so far:
SMILES | NTR1 ag | NTR1 ag cell count 20 µM | NS5 inhibitors | Yfh1-depleted yeast | AID2073 | GPR55 antagonists | GPR35 arrestin U2OS | SV40 large T antigen | GPR55 beta-arrestin | Rac1 GTP hydrolysis | others
Cc1cc(C(F)(F)F)nn1CC(=O)NNC(=S)Nc1cccc(Cl)c1 | 2.2 | 77 | -4% | i | -14% | -6% | 6% | 24% | 0.0% | 5%
CC(C)[C@H]1CN(C)CCN1Cc1cn(C)nc1-c1cccc(Cl)c1 | -1.0 | 71 | -1% | i | -1% | -1% | 4% | 10% | 1.0% | 6%
COc1cc(OC)cc(C(=O)N[C@H](C(=O)OCC(N)=O)C(C)C)c1 | -0.7 | 79 | -2% | i | 12% | 4% | 1% | 3% | 1.1% | 9%
CCOC(=O)N1CCN(C(=O)Cc2c(C(=O)O)n(C)c3ccccc23)CC1 | -1.0 | 33 | / | i | -8% | -3% | 0% | 10% | -0.7% | -8%

The list goes on.
SMILES | NTR1 ag | NTR1 ag cell count 20 µM | NS5 inhibitors | Yfh1-depleted yeast | AID2073 | GPR55 antagonists | GPR35 arrestin U2OS | SV40 large T antigen | GPR55 beta-arrestin | Rac1 GTP hydrolysis | others
Cc1ccc2sc(N(CCCN(C)C)C(=O)CCS(=O)(=O)c3ccccc3)nc2c1C | 21 | 70 | -67% | / | -13% | -2% | 10% | / | 4.6% | -2%
O=C(CN1CCN(c2cccc(Cl)c2)CC1)NCc1ccccc1 | 0.7 | 55 | -4% | / | -8% | -4% | -1% | 8% | -0.2% | 11% | NS5 inhibitors pilot replicate=1.2
O=C(CCC(=O)Nc1ccc(F)cc1)N/N=C/c1cc([N+](=O)[O-])ccc1O | 1.8 | 92 | -5% | i | 1% | -5% | -12% | -4% | -0.3% | 17%
COCCCNC(=O)Cn1nc(-c2ccc(C)cc2)ccc1=O | -0.4 | 33 | 0% | i | 18% | 9% | 11% | 12% | -0.1% | 10%
Cc1cc(C(=O)N/N=C/c2ccc(O)c(O)c2O)c(C)n1-c1ccccc1 | / | / | 42µM* | 46µM* | 54% | 0% | -4% | -12% | -0.5% | -64%
